m5-HT2A agonist = mouse Htr2a agonists via beta-arrestin recruitment, primary screen, cell-based, luminescence; CHO-K1 mHTR2A beta-arrestin complementation; percent of 30 µM serotonin response; 360,000 compounds, 0.66% hits; activation, % at 7.6 µM;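 active means activation above a run cutoff, the mean activation of all tested compounds plus 3 SD, cut at about 14% in these data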;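 further: 0% = plate median of compound wells and 100% = 30 µM serotonin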
Cardio protect = cardioprotection against H2O2-induced cell death, primary screen, uHTS, H9c2 cells, ATPLite luminescence. H9c2 cardiomyocytes, H2O2 injury protection, 2 h. protection from H2O2 cell death, % at 20 µM. 360,000 compounds, 0.63% hits;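 active means compounds giving at least 50% protection of heart cells from peroxide-induced death in the single-dose screen, raw or plate-pattern-corrected value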;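 further: 0% = DMSO wells with peroxide and 100% = DMSO wells without peroxide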
TLR9-MyD88 inh = inhibitors of TLR9-MyD88 association in cells, primary screen, cell-based, CHO, BLA complementation, fluorescence | CCF4 FRET ratio | 340,000 compounds, 0.21% hits | inhibition, % at 4.98 µM;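 active means inhibition above the mean over all tested compounds plus 3 SD, cut at about 21% in these data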;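 further: 0% = DMSO only wells and 100% = clavulanate BLA inhibitor control wells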
NOD2-RIPK2 inh = NOD2-RIPK2 binding disruptors in cells, primary screen, fluorescence, CHO cells, BLA complementation; Receptor-interacting serine/threonine-protein kinase 2 (Homo sapiens), O43353; CCF4 ratio; inhibition, % at 4.98 µM; 360,000 compounds, 0.38% hits; in the data active means inhibition above about 21%;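 further: 0% = vehicle only and 100% = reference blocker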
Glyco luc inh = increase of ERlucT glycosylation luciferase signal, primary screen, N-linked glycosylation inhibitor project, D54 ERlucT cells, luminescence, set 2 | D54 ERlucT glycosylation luciferase reporter, 24 h; percent of 100 nM tunicamycin response | reporter increase, % at 12.5 µM | 360,000 compounds, 0.23% hits;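 active means mean luciferase reporter signal, scaled so untreated is 0 and the glycosylation-blocking control 100, at or above a set limit in every replicate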;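 further: luciferase carries N-glycosylation sites so blocking glycosylation raises the light; 0% = median of neutral control wells and 100% = median of 100 nM tunicamycin wells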
MC4R barr agon = MC4R agonists recruiting beta-arrestin, primary screen, cell-based, luminescence, agonist arm of biased-ligand search; activation, % at 8.9 µM; 360,000 compounds, 0.98% hits; Melanocortin receptor 4 (Homo sapiens), P32245; U2OS MC4R beta-arrestin complementation; percent of melanotan II response, DMSO zero; AID 540308, 2011;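 active means activation above a per-plate cutoff, the mean activation of sample wells on that plate plus 3 SD, cut at about 8% in these data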
NCOA2 inhibitor = inhibition of GAL4-SRC2 driven luciferase reporter, primary screen, SRC2 inhibitor project, cell-based, luminescence; HEK293 GAL4-SRC2 luciferase reporter; inhibition, % at 9 µM; 370,000 compounds, 0.17% hits; AID 651957, 2012;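 active means inhibition above the mean inhibition of all tested compounds plus 3 SD, set per campaign, cut at about 52% in these data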;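 further: 0% = DMSO treated cells and 100% = cells given Gossypol at 36 µM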
Target sequence (Q15596 whole entry, looked up, the tested form may be a part): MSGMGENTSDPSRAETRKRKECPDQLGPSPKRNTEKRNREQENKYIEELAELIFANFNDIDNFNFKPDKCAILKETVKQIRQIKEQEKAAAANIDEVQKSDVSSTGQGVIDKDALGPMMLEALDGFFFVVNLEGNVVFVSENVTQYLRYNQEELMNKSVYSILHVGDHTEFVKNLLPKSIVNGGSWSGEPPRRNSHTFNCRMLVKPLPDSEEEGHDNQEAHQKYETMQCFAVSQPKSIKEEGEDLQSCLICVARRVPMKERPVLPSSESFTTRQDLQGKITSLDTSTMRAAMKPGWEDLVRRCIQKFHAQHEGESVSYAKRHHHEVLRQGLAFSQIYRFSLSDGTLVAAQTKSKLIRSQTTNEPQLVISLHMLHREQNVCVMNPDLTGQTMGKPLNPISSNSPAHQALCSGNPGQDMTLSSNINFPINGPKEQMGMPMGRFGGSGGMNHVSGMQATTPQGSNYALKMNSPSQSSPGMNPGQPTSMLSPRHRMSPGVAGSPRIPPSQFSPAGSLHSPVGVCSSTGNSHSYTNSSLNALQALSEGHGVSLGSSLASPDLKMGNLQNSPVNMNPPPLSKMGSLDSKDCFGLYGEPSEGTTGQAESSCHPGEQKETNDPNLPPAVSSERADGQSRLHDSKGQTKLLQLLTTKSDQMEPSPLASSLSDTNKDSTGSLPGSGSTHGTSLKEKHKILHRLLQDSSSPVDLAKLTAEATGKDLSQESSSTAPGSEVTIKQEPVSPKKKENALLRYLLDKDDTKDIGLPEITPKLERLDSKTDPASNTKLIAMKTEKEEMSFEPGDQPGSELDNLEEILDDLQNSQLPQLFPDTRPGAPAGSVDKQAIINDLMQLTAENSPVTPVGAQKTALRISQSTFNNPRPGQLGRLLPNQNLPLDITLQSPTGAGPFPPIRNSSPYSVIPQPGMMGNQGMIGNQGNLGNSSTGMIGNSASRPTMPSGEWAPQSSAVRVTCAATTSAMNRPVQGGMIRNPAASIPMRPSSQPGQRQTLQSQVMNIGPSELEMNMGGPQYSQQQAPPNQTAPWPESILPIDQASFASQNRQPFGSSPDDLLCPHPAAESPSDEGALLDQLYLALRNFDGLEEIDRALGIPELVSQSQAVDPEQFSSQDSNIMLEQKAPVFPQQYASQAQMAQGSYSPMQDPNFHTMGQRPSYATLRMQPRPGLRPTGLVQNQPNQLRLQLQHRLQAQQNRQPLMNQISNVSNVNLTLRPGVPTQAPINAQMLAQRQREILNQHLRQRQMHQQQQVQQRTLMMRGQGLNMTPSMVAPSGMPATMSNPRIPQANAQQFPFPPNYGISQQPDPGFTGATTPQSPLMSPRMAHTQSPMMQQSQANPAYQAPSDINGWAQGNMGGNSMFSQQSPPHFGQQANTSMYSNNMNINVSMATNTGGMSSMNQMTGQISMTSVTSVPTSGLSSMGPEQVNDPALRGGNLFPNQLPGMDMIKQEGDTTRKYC
ABCB6 inh MLPCN = ABCB6 transporter inhibitors, primary screen, K562-ABCB6 cells, flow cytometry, MLPCN library. 360,000 compounds, 0.19% hits. K562-ABCB6 porphyrin accumulation, 1 h; stronger effect = lower value. AID 602162, 2011. ATP-binding cassette sub-family B member 6 (Homo sapiens), Q9NP58. fluorescence ratio to DMSO, % at 10 µM;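 active means fluorescence ratio to DMSO below 75%, the collection mean minus 3 SD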;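 further: signal is porphyrin accumulated inside mitochondria; 100% equals median channel fluorescence of DMSO control wells; lower ratio means ABCB6 inhibition with less porphyrin fluorescence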
MC4R antag cAMP = MC4R antagonists of cAMP signaling, primary screen, cell-based, TR-FRET, antagonist arm of biased-ligand search. Melanocortin receptor 4 (Homo sapiens), P32245. MC4R-expressing cells, MTII-stimulated cAMP, LANCE TR-FRET. inhibition, % at 6.5 µM. 360,000 compounds, 0.48% hits;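 active means inhibition above its plate's cutoff, the mean of tested wells on that plate plus 3 SD, cut at about 29% in these data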;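 further: 0% = Melanotan II alone and 100% = Melanotan II plus saturating MCL0020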
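Material: U2OS-MC4R stable cell line | Reagent: Melanotan II challenge after compound preincubation | Doses: One concentration, 6.5 µM nominal | Incubation: 30-min compound preincubation, 1-h Melanotan II challenge, 1-h detection, room temperature | Signal: TR-FRET cAMP assay | Replicates: One well per compound, no replicates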
ABHD5 PLIN5 PPI = ABHD5-PLIN5 interaction inhibitors, primary screen, cell lysate, split luciferase complementation, luminescence. Split G. princeps luciferase complementation, 4 h. Perilipin-5 (Homo sapiens) + 1-acylglycerol-3-phosphate O-acyltransferase ABHD5 (Homo …. 360,000 compounds, 0.78% hits. inhibition, % at 4 µM;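 active means inhibition above the mean inhibition across every tested compound plus 3 SD, cut at about 22% in these data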;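 further: 0% = DMSO only wells and the 100% control is not disclosed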
Numbers without * were called inactive; · = no result given.

#	Structure	m5-HT2A agonist	Cardio protect	TLR9-MyD88 inh	NOD2-RIPK2 inh	Glyco luc inh
1	CC(C)(C)NC(=O)COC(=O)CCC(=O)c1ccc(F)cc1	1	4	-3	-1	1
2	CC(=O)N1CCN(c2nc(N)c(C#N)c(CC#N)c2C#N)CC1	2	7	-11	8	0
3	COc1ccc(-c2nc(CSCC(=O)NCCCN3CCCC3=O)c(C)o2)cc1OC	3	1	5	-3	-2
4	COc1ccc(N/C=C(\C#N)c2nc3ccccc3n2C)c(OC)c1	-1	50*	1	0	5
5	CC1=CC(C)C(C(=O)O)C(C(=O)O)C1 (configuration not stated)	4	2	2	-7	0
6	COc1ccccc1CCc1nnc(CCC(=O)NCCC2CCCCO2)o1 (configuration not stated)	-2	-3	-6	-15	-1
7	C=CCn1c(C)cc(C2=NNC(=Nc3ccc(C)cc3)SC2)c1C	6	-7	-7	-4	-1
8	O=C(CN1c2ccccc2Sc2ccccc21)N/N=C/c1ccc([N+](=O)[O-])cc1	-2	-6	4	-12	-8

#	MC4R barr agon	NCOA2 inhibitor	ABCB6 inh MLPCN	MC4R antag cAMP	ABHD5 PLIN5 PPI
1	-1.3	-8	96	17	5
2	-1.4	-3	98	-5	13
3	-0.7	-11	98	3	-8
4	-0.3	3	93	-8	0
5	-0.6	-38	100	7	0
6	0.8	-7	101	2	-9
7	-2.4	-12	99	-8	1
8	4.8	5	96	2	15

Further records
#	Structure	m5-HT2A agonist	Cardio protect	TLR9-MyD88 inh	NOD2-RIPK2 inh	Glyco luc inh
9	CN(C)C(CNC(=O)c1cccc(S(=O)(=O)Nc2ccccc2Cl)c1)c1ccccc1 (configuration not stated)	-8	12	-2	-12	1
10	NS(=O)(=O)c1ccc(NC(=O)COc2ncnc3sccc23)cc1	1	4	3	-6	-1
11	COC(=O)c1c(-c2cccnc2)csc1NC(=O)c1ccc2c(c1)OCO2	3	-8	-3	-13	-4
12	COC(=O)c1ccc(/C=N/NC(=O)C(=O)NCc2ccccc2)cc1	0	2	5	4	-2
13	CCSC1=NC(=O)/C(=C2/C=Cc3ccccc3N2CC)S1	0	-4	-6	1	1
14	CC(C)N(C)C1CCN(S(=O)(=O)c2ccc(-c3ccc(=O)[nH]n3)s2)CC1	-8	0	-8	-3	-2
15	COc1ccc(/C=N/n2c(C)nnc2C)c(OC)c1	4	-14	-8	-5	4
16	CC(Cc1ccccc1)C(=O)NCc1nc2ccccc2s1 (configuration not stated)	2	10	3	-24	-3

#	MC4R barr agon	NCOA2 inhibitor	ABCB6 inh MLPCN	MC4R antag cAMP	ABHD5 PLIN5 PPI
9	-2.2	18	97	9	11
10	-0.3	5	100	1	3
11	5.4	-49	97	9	-3
12	-2.6	-25	98	-5	3
13	-0.1	-20	109	5	11
14	-3.7	-1	95	6	-2
15	-1.3	3	102	4	1
16	-0.5	18	98	-1	2

11 entries from above, with two lines to a compound:
Second line of a record – m5-HT2A agonist, Cardio protect, TLR9-MyD88 inh, NOD2-RIPK2 inh, Glyco luc inh, MC4R barr agon, NCOA2 inhibitor, ABCB6 inh MLPCN, MC4R antag cAMP, ABHD5 PLIN5 PPI
(3) COc1ccc(-c2nc(CSCC(=O)NCCCN3CCCC3=O)c(C)o2)cc1OC
  3, 1, 5, -3, -2, -0.7, -11, 98, 3, -8
(4) COc1ccc(N/C=C(\C#N)c2nc3ccccc3n2C)c(OC)c1
  -1, 50*, 1, 0, 5, -0.3, 3, 93, -8, 0
(5) CC1=CC(C)C(C(=O)O)C(C(=O)O)C1 (configuration not stated)
  4, 2, 2, -7, 0, -0.6, -38, 100, 7, 0
(6) COc1ccccc1CCc1nnc(CCC(=O)NCCC2CCCCO2)o1 (configuration not stated)
  -2, -3, -6, -15, -1, 0.8, -7, 101, 2, -9
(7) C=CCn1c(C)cc(C2=NNC(=Nc3ccc(C)cc3)SC2)c1C
  6, -7, -7, -4, -1, -2.4, -12, 99, -8, 1
(8) O=C(CN1c2ccccc2Sc2ccccc21)N/N=C/c1ccc([N+](=O)[O-])cc1
  -2, -6, 4, -12, -8, 4.8, 5, 96, 2, 15
(9) CN(C)C(CNC(=O)c1cccc(S(=O)(=O)Nc2ccccc2Cl)c1)c1ccccc1 (configuration not stated)
  -8, 12, -2, -12, 1, -2.2, 18, 97, 9, 11
(10) NS(=O)(=O)c1ccc(NC(=O)COc2ncnc3sccc23)cc1
  1, 4, 3, -6, -1, -0.3, 5, 100, 1, 3
(11) COC(=O)c1c(-c2cccnc2)csc1NC(=O)c1ccc2c(c1)OCO2
  3, -8, -3, -13, -4, 5.4, -49, 97, 9, -3
(12) COC(=O)c1ccc(/C=N/NC(=O)C(=O)NCc2ccccc2)cc1
  0, 2, 5, 4, -2, -2.6, -25, 98, -5, 3
(13) CCSC1=NC(=O)/C(=C2/C=Cc3ccccc3N2CC)S1
  0, -4, -6, 1, 1, -0.1, -20, 109, 5, 11

(cont.)
#	Structure	m5-HT2A agonist	Cardio protect	TLR9-MyD88 inh	NOD2-RIPK2 inh	Glyco luc inh
17	COCCn1cnc2c1c(=O)n(CC(=O)NCC(F)(F)F)c(=O)n2Cc1ccccc1	2	-1	6	-3	1
18	COC(=O)c1cn(-c2ccccc2)nc1-c1ccccc1	-1	1	1	-1	-2
19	CCc1ccc(/C=C2/SC(=S)N(CCCC(=O)Nc3ccccc3C(=O)O)C2=O)cc1	1	-3	6	-9	-1
20	Cc1c(/C=C/C(=O)c2ccc(O)cc2)cnn1C	-2	-7	3	-7	2
21	Cc1ccc(S(=O)(=O)N2CCOCC2)cc1NC(=O)CN1CCN(c2ccc(O)cc2)CC1	-4	6	-5	0	-6
22	O=C(O)CCCNC(=O)CCn1nnc2ccccc2c1=O	3	1	4	-2	2
23	Cn1/c(=N/NC(=O)c2ccccc2Br)sc2ccccc21	-4	-2	1	11	1
24	O=C(COC(=O)c1ccc(S(=O)(=O)N2CCCC2)cc1)Nc1ccc(Cl)cc1	-5	-4	-7	2	0

#	MC4R barr agon	NCOA2 inhibitor	ABCB6 inh MLPCN	MC4R antag cAMP	ABHD5 PLIN5 PPI
17	-0.6	6	97	6	1
18	1.8	8	99	2	-7
19	-3.0	-9	105	6	-3
20	0.8	-21	102	0	-6
21	-2.3	29	99	10	2
22	-0.8	4	97	1	-2
23	-1.6	-50	94	6	-6
24	0.8	-9	96	4	-3

More records.
#	Structure	m5-HT2A agonist	Cardio protect	TLR9-MyD88 inh	NOD2-RIPK2 inh	Glyco luc inh
25	Cc1ccc(S(=O)(=O)N2CCCN(C(=O)OC(C)(C)C)CC2)cc1	-2	-1	-5	0	-1
26	CCCCN1CCNC[C@@H]1Cc1ccccc1	7	-8	-7	-4	1
27	CC(=O)c1ccc(OCc2nnn(CC(=O)NS(=O)(=O)Cc3ccccc3)c2-c2ccccc2)cc1	-2	-2	·	2	2
28	Cc1ccc(N2CC(C(=O)Nc3cccnc3)CC2=O)cc1 (configuration not stated)	0	-1	-7	-22	4
29	CC(=O)Nc1ccc(OCC(O)CN2CCN(c3cccc(Cl)c3)CC2)cc1 (configuration not stated)	9	-5	0	-12	0
30	O=C(c1ccc(CNS(=O)(=O)c2cccc(Cl)c2)cc1)N1CCCCC1	4	-10	-1	-8	-2
31	COc1ccc(C(=O)Nc2ccc(S(=O)(=O)N3CCOCC3)cc2)cc1	-2	-1	·	-9	-1
32	COc1ccc(-c2cc(C)no2)cc1S(=O)(=O)Nc1ccccc1	-2	-3	-7	3	45*

#	MC4R barr agon	NCOA2 inhibitor	ABCB6 inh MLPCN	MC4R antag cAMP	ABHD5 PLIN5 PPI
25	0.4	-11	97	12	-4
26	-1.1	-22	97	8	5
27	-1.4	13	98	6	0
28	-1.9	12	88	-1	-1
29	0.4	10	99	11	1
30	-1.0	7	92	8	3
31	0.9	3	96	-4	-6
32	-3.2	-15	95	-2	15

(list continues)
#	Structure	m5-HT2A agonist	Cardio protect	TLR9-MyD88 inh	NOD2-RIPK2 inh	Glyco luc inh
33	O=C(Nc1ccc(N2CCCCC2)c(Cl)c1)c1cccnc1	-6	-4	-7	3	-10
34	Cc1noc(-c2ccccc2OC(=O)c2ccccc2)n1	0	2	-14	-3	0
35	CC(C)OCP(=O)(c1ccccc1)c1ccccc1	3	5	-4	0	-1
36	Cc1nc2ccccc2n1CCC(=O)Nc1cccc(F)c1	2	7	1	3	-2
37	O=C(CNC(=O)c1cccc(F)c1)N/N=C/c1cccc([N+](=O)[O-])c1	4	-2	2	-2	0
38	COc1ccc(CC(=O)OCC(=O)NC2CCCC(C)C2C)cc1 (configuration not stated)	0	5	-4	7	1
39	CCN(CC)CCNC(=O)Cn1c(C)cc2ccccc2c1=O	-4	13	1	0	1
40	CCOc1ccc(NC(=O)[C@@H](NC(=O)c2ccccc2Br)C(C)C)cc1	-2	6	4	0	-3

#	MC4R barr agon	NCOA2 inhibitor	ABCB6 inh MLPCN	MC4R antag cAMP	ABHD5 PLIN5 PPI
33	-1.4	-67	143	1	-1
34	-1.7	12	103	-4	12
35	0.0	-24	94	11	-1
36	-2.0	-12	96	2	6
37	-0.3	-7	91	19	-2
38	0.0	-26	96	1	-7
39	-0.8	-8	100	3	4
40	-0.8	-13	86	7	3

(list continues)
#	Structure	m5-HT2A agonist	Cardio protect	TLR9-MyD88 inh	NOD2-RIPK2 inh	Glyco luc inh
41	COc1cc(CNc2ccccc2)c([N+](=O)[O-])cc1OC	3	19	-5	5	2
42	COC(=O)C(O)(CC(=O)Nc1cc(Cl)ccc1Cl)C(F)(F)F (configuration not stated)	1	3	-2	2	2
43	O=C1c2ccccc2C(=O)C1c1ccc(O)cc1	-3	-2	15	6	0
44	Cc1nc2cc(NC(=O)Nc3ccccc3Cl)ccc2n1C	-1	-24	-5	-3	-17
45	COc1ccc(Cl)cc1NC(=O)NCc1ccccn1	-4	5	-4	-6	·
46	CCCc1cc(NCCCO)n2c(nc3ccccc32)c1C#N	-1	7	·	-6	1
47	COc1cc(C(=O)NC(=S)NC(C)C)cc(OC)c1OC	-1	-1	3	-5	2

#	MC4R barr agon	NCOA2 inhibitor	ABCB6 inh MLPCN	MC4R antag cAMP	ABHD5 PLIN5 PPI
41	-1.9	-16	95	1	3
42	-2.5	-5	100	6	1
43	-2.5	-24	104	-10	2
44	-1.2	-17	100	1	-2
45	2.3	-4	95	0	7
46	-1.7	7	101	3	-1
47	-0.9	1	98	2	2

Some of the compounds tested (hit frequency here may not be typical).
